TRPC4 act = activators of mouse TRPC4 channel, primary screen, Fluo4 calcium, HEK293 TRPC4beta/mu-opioid cells; Short transient receptor potential channel 4 (Mus musculus), Q9QUQ5; Fluo4 calcium fluorescence; hits give high values; B-score at 10 µM; 310,000 compounds, 0.49% hits;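 active = B-score above 5 SD of library B-scores, and initial fluorescence ratio not above library mean plus 5 SD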;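 also: positive B-score marks a calcium rise read as TRPC4 activation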
Target sequence (Q9QUQ5 whole entry, looked up): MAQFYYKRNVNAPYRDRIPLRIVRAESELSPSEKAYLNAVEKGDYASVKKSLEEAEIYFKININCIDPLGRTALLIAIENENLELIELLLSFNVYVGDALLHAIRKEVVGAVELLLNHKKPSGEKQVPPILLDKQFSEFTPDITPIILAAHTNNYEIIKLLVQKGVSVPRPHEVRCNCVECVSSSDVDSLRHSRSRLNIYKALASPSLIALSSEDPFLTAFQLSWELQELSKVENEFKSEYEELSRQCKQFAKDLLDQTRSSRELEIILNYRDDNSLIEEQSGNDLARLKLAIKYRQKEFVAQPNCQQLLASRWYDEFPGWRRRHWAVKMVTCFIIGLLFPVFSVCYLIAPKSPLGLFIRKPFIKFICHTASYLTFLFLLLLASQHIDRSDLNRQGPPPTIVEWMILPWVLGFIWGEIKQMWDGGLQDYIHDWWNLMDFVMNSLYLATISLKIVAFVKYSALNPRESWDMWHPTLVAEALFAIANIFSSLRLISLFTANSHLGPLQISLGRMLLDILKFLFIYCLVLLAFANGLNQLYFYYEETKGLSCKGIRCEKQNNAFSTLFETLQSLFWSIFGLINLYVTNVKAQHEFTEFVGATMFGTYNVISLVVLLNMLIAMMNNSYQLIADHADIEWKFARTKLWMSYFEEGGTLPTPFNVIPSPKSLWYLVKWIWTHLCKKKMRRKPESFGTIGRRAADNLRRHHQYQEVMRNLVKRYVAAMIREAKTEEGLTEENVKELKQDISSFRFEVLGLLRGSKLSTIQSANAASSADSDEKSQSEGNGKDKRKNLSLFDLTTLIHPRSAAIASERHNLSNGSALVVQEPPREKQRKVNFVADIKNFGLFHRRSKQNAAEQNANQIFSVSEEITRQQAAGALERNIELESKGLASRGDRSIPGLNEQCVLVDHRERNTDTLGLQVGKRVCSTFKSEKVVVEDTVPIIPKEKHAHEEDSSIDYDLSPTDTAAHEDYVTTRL
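Assay system – TRPC4beta and mu-opioid receptor HEK293 stable cells · Measured by – Fluo4 fluorescence, kinetic · Schedule – dye loading 45 min room temperature, 110 s kinetic read · Read-out – B-scored integrated calcium fluorescence ratio · Controls – buffer and maximal DAMGO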
KCNK3 block = human KCNK3 channel inhibitors, primary screen, CHO cells, FluxOR thallium flux, B-score; Potassium channel subfamily K member 3 (Homo sapiens), O14649; FluxOR fluorescence; hits give low values; B-score at 10 µM; 340,000 compounds, 0.84% hits;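 active = B-score under library mean minus 4 SD, starting fluorescence ratio at most library mean plus 5 SD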;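 also: more negative B-score means stronger inhibition of thallium flux through KCNK3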
Platelet DG rel = inhibitors of platelet dense granule secretion, primary screen, cell-based, MLPCN, human platelets; human platelet-rich plasma, SFLLRN dense granule ATP release, luminescence; inhibition, %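 (compounds screened at 7.5 µM in platelet-rich plasma)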; 300,000 compounds, 0.22% hits;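 active = mean replicate score, as percent of positive control, at or above 50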
KCNQ1 pot = potentiators or activators of KCNQ1 channel, primary screen, cell-based, thallium flux, high-throughput; Potassium voltage-gated channel subfamily KQT member 1 (Homo sapiens), P51787; CHO-K1 KCNQ1, thallium flux FluxOR fluorescence; hits give high values; B-score at 10 µM; 310,000 compounds, 0.35% hits; AID 2648, 2010;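 active = fluorescence ratio B-score, a plate-corrected score, at least three library SD, with initial intensity B-score within 5 SD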
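Schedule – 37 °C overnight plating, 90-min dark dye load, 20-min compound pretreatment · System – stable KCNQ1 CHO-K1 line · Probe or stimulus – thallium- and potassium-containing depolarizing buffer · Measured by – kinetic FluxOR fluorescence, 10 s baseline plus 110 s post-stimulus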
Dyrk1A ADPGlo = rat Dyrk1A kinase inhibitors, primary screen, biochemical, single point, plate reader | Dual specificity tyrosine-phosphorylation-regulated kinase 1A (Rattus norvegicus), Q63470 | ADP-Glo luminescence, NFATc1 peptide | inhibition, % at 12.5 µM | 310,000 compounds, 0.43% hits; in the data active = inhibition above about 50%;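 also: plate controls were vehicle with enzyme for no effect and no enzyme for full effect; many of its hits are not listed in these tables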
TRPC4 inh = inhibitors of mouse TRPC4 channel, primary screen, Fluo4 calcium, HEK293 TRPC4beta/mu-opioid cells; AID 2247, 2010; 300,000 compounds, 0.39% hits; Short transient receptor potential channel 4 (Mus musculus), Q9QUQ5; DAMGO-evoked Fluo4 calcium flux; hits give low values; B-score at 10 µM;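 active = B-score over 3 SD under the library average, no early fluorescence shift, positive overall ratio signal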
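Signal: kinetic Fluo4 fluorescence imaging of calcium influx. Material: stable TRPC4beta/mu-opioid receptor HEK293 cells. Probe or stimulus: DAMGO in two steps, submaximal then maximal.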
TRPC4 potent = positive allosteric modulators of TRPC4, primary screen, cell-based, mouse TRPC4beta, HEK293 mu-opioid, Fluo-4 calcium | Short transient receptor potential channel 4 (Mus musculus), Q9QUQ5 | DAMGO EC20, Fluo-4 Ca2+ flux; hits give high values | B-score at 10 µM | 310,000 compounds, 0.42% hits | AID 2227, 2009;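 active = B-score of calcium response area above 5 SD of library B-scores, with initial fluorescence ratio within 5 SD of library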;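 also: B-score of integrated fluorescence ratio over time as area under calcium response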
KCNK9 inh = KCNK9 potassium channel inhibitors, primary screen, HEK293 cells, thallium flux. FluxOR thallium flux fluorescence; hits give low values. B-score at 10 µM. 310,000 compounds, 1.2% hits. AID 488922, 2010;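 active = ratio B-score over 3 SD below the library mean, with starting fluorescence within 5 SD of its mean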;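 also: negative B-score means less thallium flux so channel inhibition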
KCNQ1 block = inhibitors of human KCNQ1 channel, primary screen, cell-based, thallium flux, high-throughput | CHO-K1 KCNQ1, FluxOR thallium flux fluorescence; hits give high values | B-score at 10 µM | 310,000 compounds, 1.3% hits;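 active = compounds whose thallium flux B-score, printed positive for inhibition, exceeds three library SD while starting fluorescence stays within three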;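 also: channel opened by potassium depolarization with thallium stimulus after 20 min compound exposure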
hERG protect = hERG rescue from dofetilide block, primary screen, cell-based, CHO-hERG, FluxOR thallium flux, dofetilide IC70. Voltage-gated inwardly rectifying potassium channel KCNH2 (Homo sapiens), Q12809. dofetilide IC70 present. activation (rescue from dofetilide block), less the hit threshold, % at 10 µM. 310,000 compounds, 0.51% hits. AID 1511, 2009;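 active = activation above the mean of controls blocked by dofetilide plus 5 SD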;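 also: thallium influx through hERG after potassium depolarization seen as dye fluorescence rise; in these data hits start at about 4.7%; inactives centre near -7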
PolyA inh = polyadenylation inhibitors in yeast reporter cells, primary screen, luminescence, S. cerevisiae; S. cerevisiae SKY197-pL101 polyadenylation reporter, beta-gal luminescence; efflux-impaired pdr1/pdr3 knockout yeast; score 100 = 6 SD above DMSO; 300,000 compounds, 0.02% hits; calls only at 12 µM;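 active = lowest replicate activity score at least 50, where 100 means six control SD above control mean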;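 also: yeast exposed to compound for 9 h at 30 °C; higher score means more reporter readthrough which indicates perturbed polyadenylation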
Starred values were filed as active, the others as inactive; i = inactive; . = no result given.

SMILES | TRPC4 act | KCNK3 block | Platelet DG rel | KCNQ1 pot | Dyrk1A ADPGlo | TRPC4 inh | TRPC4 potent | KCNK9 inh | KCNQ1 block | hERG protect | PolyA inh
Cn1c(CSc2nc3ccc(Br)cc3[nH]2)nc2ccccc21 | i | i | 8.4 | i | 1.0 | i | i | i | i | 3.0 | i
CCOC(=O)/C(=N\Nc1ccccc1)P(=O)(c1ccccc1)c1ccccc1 | i | i | 4.7 | i | -6.2 | i | i | i | i | -14.1 | i
COc1cc(/C=C/C(=O)c2ccc(F)cc2)cc(OC)c1OC | i | i | 0.3 | i | . | i | i | i | i | -4.3 | i
O=C(c1ccncc1)N1N=C(c2ccc(Cl)cc2)CC1c1ccccc1O (stereo unspecified) | i | i | -4.3 | i | -3.0 | i | i | i | i | -9.8 | i
CN(C(=O)COC(=O)C1CCN(S(=O)(=O)c2ccc3c(c2)OCCO3)CC1)c1ccccc1 | i | i | 0.8 | i | . | i | i | i | i | -12.9 | i
Cc1ccc(C(=O)Nc2ccccc2C(=O)NCc2ccco2)cc1S(=O)(=O)N1CCCCC1 | i | i | -7.0 | i | 6.5 | i | i | i | i | -29.6 | i
O=C(CSc1n[nH]c(-c2ccco2)n1)Nc1ccc(Br)cc1 | i | i | 0.1 | i | -1.2 | i | i | i | i | -8.1 | i
O=C(O)[C@H](Cc1ccccc1)NC(=O)N1CCN(c2ccc(F)cc2)CC1 | i | i | 2.6 | i | -8.6 | i | i | i | i | -7.5 | i
CCCCOc1ccc(NC2=NC3(CCCC3)N=C(N)N2)cc1 | i | i | -0.3 | i | 0.1 | i | i | i | i | -15.9 | i
CCOC(=O)N1CCN(c2nc3ccccc3n3cnnc23)CC1 | i | i | 2.9 | i | 12.8 | i | i | i | i | -6.6 | i
Cc1noc2ncnc(N3CCN(c4cccc(Cl)c4)CC3)c12 | i | i | 3.7 | i | -3.5 | i | i | i | i | -19.2 | i
CCN1CCN(C(=O)/C=C/c2ccc(OC)c(OC)c2)CC1 | i | i | 7.8 | i | 9.0 | i | i | i | i | -7.7 | i
COC(=O)Cc1c(C)c2ccc(OC3CCCCC3=O)c(C)c2oc1=O (stereo unspecified) | i | i | -5.7 | i | -3.0 | i | i | i | i | -1.7 | i
O=C(CCn1c(=O)oc2ccccc21)Nc1nccs1 | i | i | 0.9 | i | -3.3 | i | i | i | i | -6.7 | i
Cc1ccc(C(=O)Oc2cccc(NC(=O)c3cccs3)c2)cc1S(=O)(=O)N1CCOCC1 | i | i | 0.8 | i | -2.7 | i | i | i | i | -5.8 | i
O=C(COC(=O)c1ccc([N+](=O)[O-])cc1)Nc1ccc(Cl)cn1 | i | i | 9.7 | i | . | i | i | i | i | -11.5 | i
Cc1ccc(Nc2nnc(SCc3ccccc3)s2)cc1 | i | i | -0.4 | i | . | i | i | i | i | -8.2 | i
O=C(NCCc1ccccc1)C1CCC(=O)N1CCc1ccccc1 (stereo unspecified) | i | i | . | i | -3.2 | i | i | i | i | -4.7 | i
COc1ccc(/C=N/NC(=O)COc2ccc(Cl)cc2Cl)cc1Cn1nc(C)cc1C | i | i | 14.0 | i | -15.5 | i | i | i | i | -33.0 | i
Cc1cccc(N(C(=O)CNC(=O)c2ccco2)C(C(=O)NCC2CCCO2)c2ccccc2)c1 (stereo unspecified) | i | i | -2.3 | i | 1.4 | i | i | i | i | -5.7 | i
CCC(C)(C)n1nnnc1C(c1ccc(OC)cc1)N1CCN(C(=O)c2ccco2)CC1 (stereo unspecified) | i | i | -4.9 | i | 22.9 | i | i | i | i | -5.3 | i
C#CCn1c(=NC(=O)c2sc3ccccc3c2Cl)sc2cc(S(N)(=O)=O)ccc21 | i | i | -9.7 | i | . | i | i | i | i | -1.7 | i
CC(C)CC1C2C(=O)N(c3ccccc3)C(=O)C2ON1c1ccccc1 (stereo unspecified) | i | i | 2.5 | i | . | i | i | i | i | -11.0 | i
c1ccc(-c2nc[nH]c2-c2ccccc2)cc1 | i | i | 3.7 | i | 3.2 | i | i | i | i | -11.4 | i
O=C(O)Cc1ccc(NS(=O)(=O)c2c(Cl)cccc2Cl)cc1 | i | i | 3.3 | i | -2.2 | i | i | i | i | -21.1 | i
COc1ccc(NC(=S)NC(=O)c2cccnc2)cc1 | i | i | 0.4 | i | 5.0 | i | i | i | i | -7.2 | i
Cc1nc2cc(NC(=O)COc3ccc(C#N)cc3)ccc2n1-c1ccccc1 | i | i | 7.5 | i | 3.0 | i | i | i | i | -8.5 | i
O=C1CCN(S(=O)(=O)c2ccc(Cl)cc2)N1 | i | i | -0.3 | i | 0.6 | i | i | i | i | -12.0 | i
O=C(Nc1ccc(Br)cc1Br)c1cccc2c1C(=O)N(C1CCCCC1)C2 | i | i | -1.6 | i | 2.2 | i | i | -17.7* | i | -8.2 | i
CCCCNC(=S)N1CCN(Cc2ccc3c(c2)OCO3)CC1 | i | i | 1.0 | i | 1.9 | i | i | i | i | -9.6 | i
CCC(Sc1nc(N)c(NC(=O)c2ccco2)c(=O)[nH]1)C(=O)O (stereo unspecified) | i | i | 31.5 | i | . | i | i | i | i | -2.0 | i
CCOc1cc(CNCCO)cc(Br)c1OCc1cccs1 | i | i | -12.8 | i | 2.3 | i | i | i | i | -8.7 | i
Cc1ccc(OCc2n[nH]c(=S)n2Cc2ccccc2)cc1 | i | i | 14.7 | i | . | i | i | i | i | -4.0 | i
Cc1cccc(NC(=O)C2CC2c2ccccc2)c1C (stereo unspecified) | i | i | 5.0 | i | -4.8 | i | i | i | i | 1.0 | .
Cc1cccc(COc2ccc(/C=N/NC(=O)c3nnn(-c4nonc4N)c3CN3CCCCC3)cc2)c1 | i | i | 1.5 | i | 0.1 | i | i | i | i | -10.4 | i
CCCC(C(=O)Nc1cccc(S(=O)(=O)N2CCCC2)c1)c1ccccc1 (stereo unspecified) | i | i | -0.1 | i | -14.6 | i | i | -7.38* | i | -10.7 | i
N#CC(C(=O)Nc1cccc(Cl)c1)=C1Nc2ccccc2N1 | i | i | 1.8 | i | 9.8 | i | i | i | i | -5.8 | i
CCOc1ccc(Br)cc1S(=O)(=O)Nc1ccc(Cl)c(S(=O)(=O)N(C)C)c1 | i | i | -4.7 | i | -4.9 | i | i | i | i | -10.6 | i
N#CCc1cc2ccc3cccc4ccc(c1)c2c34 | i | i | -9.6 | i | -0.1 | i | i | i | i | -3.2 | i
CCOc1ccc2nc(NC(=O)C(CCSC)NS(=O)(=O)c3cccs3)sc2c1 (stereo unspecified) | i | i | 9.5 | i | 1.9 | i | i | i | i | -18.6 | i
Nc1nn(-c2ccccc2)c(N)c1N=Nc1ccccc1 | i | i | -1.2 | i | -2.1 | i | i | i | i | -11.4 | i
Cc1ccc(C2=N/C(=C\c3cccc(F)c3)C(=O)O2)cc1 | i | i | 8.3 | i | -5.8 | i | i | i | i | -5.1 | i
O=C(c1ccccc1)n1nnc2ccccc21 | i | i | 4.4 | i | -0.5 | i | i | i | i | -4.6 | i
COc1cc(COCC(O)CN2CCc3ccccc3C2)cc(OC)c1OC (stereo unspecified) | i | i | -1.1 | i | 13.1 | i | i | i | i | -3.1 | i
CCOC(=O)c1ccc(N=C2C(=S)N(c3ccc(C(=O)OCC)cc3)C(=N)N2/N=C/c2ccccc2)cc1 | i | i | -2.9 | i | -6.9 | i | 17* | i | i | -6.5 | i
CCS(=O)(=O)N1Cc2ccccc2CC1C(=O)N(C)Cc1ccc(OC)c(F)c1 (stereo unspecified) | i | i | 9.3 | i | -5.3 | i | i | i | i | -10.6 | i
CC(C)CCn1c(CN2CCN(Cc3ccccc3)CC2)nc2c1c(=O)n(C)c(=O)n2C | i | i | 0.2 | i | -10.9 | i | i | i | i | -6.3 | i
O=C(NC12CC3CC(CC(C3)C1)C2)c1ccc([N+](=O)[O-])cc1 | i | i | 1.5 | i | -5.5 | i | i | i | i | -5.0 | i
Cc1cc(C)cc(NC(=O)N2c3ccccc3NC(=O)CC2C)c1 (stereo unspecified) | i | i | . | i | 0.5 | i | i | i | i | -12.2 | i
CCN1C(=O)/C(=C\N2CCOCC2)SC1=S | i | i | 1.1 | i | 1.3 | i | i | i | i | -6.9 | i
O=C1CCCC(=NCc2ccco2)C1 | i | i | -8.8 | i | 1.6 | i | i | i | i | -3.0 | i
Cc1nn(Cc2ccccc2)c(C)c1/C=N/NC(=O)c1cccnc1 | i | i | 0.7 | i | -17.8 | i | i | i | i | -7.8 | i
CC1=C(C(=O)Nc2ccc(C)cc2)C(c2ccc(N(C)C)cc2)NC(=O)N1 (stereo unspecified) | i | i | -7.3 | i | -1.2 | i | i | i | i | -9.2 | i
CN1CCN(C(=S)NC(=O)c2ccc(C(C)(C)C)cc2)CC1 | i | i | -3.6 | i | 7.8 | i | i | i | i | -4.3 | i
O=[N+]([O-])c1cnc2ccccn12 | i | i | 11.2 | i | 8.5 | i | i | i | i | 2.4 | i

3 entries from above, with two lines to a compound:
Values run as follows: TRPC4 act, KCNK3 block, Platelet DG rel, KCNQ1 pot, Dyrk1A ADPGlo, TRPC4 inh, TRPC4 potent, KCNK9 inh, KCNQ1 block, hERG protect, PolyA inh
- O=C(c1ccccc1)n1nnc2ccccc21
  i, i, 4.4, i, -0.5, i, i, i, i, -4.6, i
- COc1cc(COCC(O)CN2CCc3ccccc3C2)cc(OC)c1OC (stereo unspecified)
  i, i, -1.1, i, 13.1, i, i, i, i, -3.1, i
- CCOC(=O)c1ccc(N=C2C(=S)N(c3ccc(C(=O)OCC)cc3)C(=N)N2/N=C/c2ccccc2)cc1
  i, i, -2.9, i, -6.9, i, 17*, i, i, -6.5, i

The list is partial; count on the stated rates, not on these rows.
